Screens as filed in PubChem.
LDHA inh: blocks human lactate dehydrogenase A; purified LDHA, NADH/diaphorase-resazurin fluorescence; stronger effect = lower value; 480,000 tested, 0.15% active; activity change, % (values are at about 110 or 230 µM); P00338; in the data active = activity change below about -30%; inconclusive = mostly about -25% to -30%;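 also: plate controls were DMSO wells for no effect and wells without enzyme for full effect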
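Human LDH5 at 2 nM final in Tris HCl pH 7.4 with 0.06 mM NADH and 0.2 mM pyruvate, reacted 5 minutes at room temperature. Remaining NADH coupled via diaphorase/resazurin; resorufin fluorescence read at 0 and 20 minutes, normalized to enzyme-free and DMSO wells.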
Vif-APOBEC3G blk: inhibitors of Vif-APOBEC3G interaction | HeLa A3G-eYFP + Vif (tagged APOBEC3G with the HIV-1 protein that degrades it), YFP fluorescence, overnight | Potency, µM (series often up to 46.1 µM), for the others: top-dose activity, negative = active, most hits filed as inhibitors | 410,000 tested, 0.076% active | AID 602310;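 also: potency is read from the fitted curve at half-maximal effect; % is scaled to controls: 0 for no effect and ±100 for the full control effect; nearly all actives have a fitted effect of over 60% in size; hits raise eYFP signal because A3G escapes Vif-driven loss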
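HeLa cells stably expressing Vif and C-terminally eYFP-tagged A3G, seeded overnight at 37 deg C, then exposed to compound by pintool overnight at 37 deg C. Rise in yellow fluorescence (Ex 488/Em 500-530, Acumen) marks blocked Vif-driven A3G degradation.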
D2 antagonist: antagonists of human D2 dopamine receptor; 340,000 tested, 2% active; inhibition, % at 10 µM; HEK293 TREx D2 cells, calcium flux, dopamine EC80; in the data active = inhibition above about 30%; also: 0% is about no effect
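Measurement of antagonist activity uses fluorescent calcium dye in inducible HEK293 T-REx D2 cells: 10 s baseline, compound addition with 180 s read, EC80 dopamine addition with a further 180 s read.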
RGS4 inh: human RGS4 inhibition | Transcreener GDP fluorescence polarization, RGS4-accelerated GTP hydrolysis | Potency, µM (series often up to 114 µM), without a hit: top-dose activity change, negative = inhibition, hits mostly inhibitors | 390,000 tested, 0.039% active; also: potency is read from the fitted curve at half-maximal effect; % is scaled to controls: 0 for no effect and ±100 for the full control effect; nearly all actives have a fitted effect of over 75% in size; some results filed as inactive show a strong effect at the top dose
Target sequence (P49798 whole entry, looked up): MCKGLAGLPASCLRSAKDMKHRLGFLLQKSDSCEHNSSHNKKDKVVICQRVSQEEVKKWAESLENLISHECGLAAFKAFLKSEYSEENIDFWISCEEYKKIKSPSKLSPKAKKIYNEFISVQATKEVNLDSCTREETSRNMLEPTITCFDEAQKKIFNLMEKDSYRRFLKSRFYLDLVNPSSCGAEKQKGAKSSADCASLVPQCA
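MLSMR compounds (23 nl, pin-transferred) preincubated 10 min at room temperature with a 500nM (2x) first reagent, then RGS4 at 900nM (2x) plus Transcreener GDP mix added; fluorescence polarization (620/688 nm) read before and after 90 min at 30 °C.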
Vif-APOBEC3F blk: inhibitors of Vif-A3F interaction | 390,000 tested, 0.2% active | Potency, µM (highest dose often 46.1 µM), inactives show at the top dose activity, negative = active | HeLa A3F-eYFP + Vif (tagged APOBEC3F with the HIV-1 protein that degrades it), YFP fluorescence increase; also: potency is read from the fitted curve at half-maximal effect; % of control where 0% means no effect; nearly all actives have a fitted effect of over 65% in size
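HeLa cells stably expressing A3F-eYFP plus Vif, plated and incubated overnight at 37 deg C, then exposed to compounds overnight at 37 deg C. Blocked degradation read as raised yellow fluorescence (Ex 488/Em 500-530).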
ERG Ets-DNA blk: inhibitors of human ERG Ets domain-DNA interaction | fluorescence polarization, His-ERG Ets domain / labelled DNA | Potency, µM (highest dose often 76.9 µM), without a hit: at the highest dose FP activity, negative = inhibition, usual class: inhibitors | 370,000 tested, 0.028% active; active = well fitted inhibition curve with a large enough effect in the polarisation, with a control signal flat; inconclusive = small, poorly fitted or top-dose-only effect, or effect the other way, or a change in a side signal; inactive = no such curve, though single readings can be large or run the other way; the % refers to the polarisation;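 also: polarization taken with two DNA probes labelled with fluorescein and Texas red; potency is read from the fitted curve at half-maximal effect; % of control where 0% means no effect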
Target sequence (P11308 whole entry, looked up, the tested form may be a part): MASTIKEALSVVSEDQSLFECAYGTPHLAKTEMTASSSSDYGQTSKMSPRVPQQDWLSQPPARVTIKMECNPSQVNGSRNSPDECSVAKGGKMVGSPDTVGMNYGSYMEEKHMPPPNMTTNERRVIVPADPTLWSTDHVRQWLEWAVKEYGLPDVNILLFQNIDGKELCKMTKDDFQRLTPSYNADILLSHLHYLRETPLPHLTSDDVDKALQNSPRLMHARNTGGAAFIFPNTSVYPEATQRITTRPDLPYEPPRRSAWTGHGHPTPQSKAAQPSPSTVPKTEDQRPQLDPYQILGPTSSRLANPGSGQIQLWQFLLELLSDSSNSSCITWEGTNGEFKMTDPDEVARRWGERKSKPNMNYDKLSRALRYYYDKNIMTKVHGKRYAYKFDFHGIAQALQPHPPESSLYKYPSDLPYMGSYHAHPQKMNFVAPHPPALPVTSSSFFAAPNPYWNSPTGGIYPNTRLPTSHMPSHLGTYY
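His-tagged ERG Ets domain (1 uM in the protein solution; 300mM KCl, 50mM Tris-HCl, 1mM EDTA, 1mM DTT, pH 7.5) received compound, then a probe mix of 5 nM fluorescein-DNA and 100nM Texas-615-DNA. Fluorescence polarization was read for both dyes.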
D2 agonist: D2 dopamine receptor (human) agonism. AID 485358. HEK293 T-REx D2 cells, calcium flux agonist mode. activation, % at 2 µM. P14416. 340,000 tested, 0.53% active;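 active = activation over 3 SD above normal in the single-dose calcium agonist read, cut at about 30% in these data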; also: 0% is about no effect
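HEK293 Trex D2 cells, tetracycline-induced, o/n 30 C 5% CO2; no-wash Ca dye, RT 30–90 min; 10-cycle baseline, 23 nl cpd added, kinetic Ca read 180 s; agonist hits = positive Ca response.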
Glioma ERSR ind: inducers of ER stress response in human glioma cells; 420,000 tested, 0.02% active; Potency, µM, inactives show at the top dose activation, usual class: activators; U87-MG GRP78 promoter luciferase reporter, 16 h; also: potency is read from the fitted curve at half-maximal effect; series mostly up to about 76 µM; % of control where 0% means no effect; nearly all actives have a fitted effect of over 35% in size
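Stably transfected U87-MG glioma cells carrying a GRP78-based luciferase sensor; 16 h compound incubation. Luminescence end-point read 10 min after Bright-Glo addition at room temperature.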
12-LOX inh: ALOX12 (human) lipoxygenase inhibition. P18054. purified 12hLO, xylenol orange hydroperoxide absorbance. Potency, µM (top dose mostly 108 µM), inactives show at the top dose activity change, negative = inhibition, usual class: inhibitors. 580,000 tested, 1.1% active; also: potency is read from the fitted curve at half-maximal effect; % is scaled to controls: 0 for no effect and ±100 for the full control effect
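Hydroperoxide product was detected by ferrous iron/xylenol orange as the 573 to 405 nm absorbance ratio. Arachidonic acid at 40 uM (final) was turned over for 30 min at room temperature by 150 nM human 12hLO, pH 7.0 Hepes buffer, after 15 min compound preincubation.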
Numbers without * were called inactive; u = inconclusive; x = no result given; & = joins results of further samples; [ ] = another dose, or the depositor's remark. Unless noted, calls follow the shape of the dose curve; as a rule, active = well fitted curve in the direction sought with a large enough effect; inconclusive = small, poorly fitted or top-dose-only effect, or another doubt; inactive = no such curve, though single readings can be large; an effect the other way counts as inactive or inconclusive. Not all compounds are listed, so the mix of outcomes need not match the whole.

no.	SMILES	LDHA inh	Vif-APOBEC3G blk	D2 antagonist	RGS4 inh	Vif-APOBEC3F blk	ERG Ets-DNA blk	D2 agonist	Glioma ERSR ind	12-LOX inh
1	COc1cc(C(=O)CSc2nncn2C)cc(OC)c1OC	1	4%	13	-26%	x	9%	0.8	-6%	u
2	Cc1ccc(-n2c(=O)c3sccc3n(CC(=O)NC3CCCCC3)c2=O)cc1	-8	-1%	2	21%[11.4 µM]	3%	-1%	1.0	-1%	21%
3	CC(=O)Nc1ccc(S(=O)(=O)N2CCC(n3c(C)nc4cccnc43)CC2)cc1	-2	1%	x	18%	0%	12%	1.7	-4%	-38%
4	CCN(CC)C(=O)c1[nH]cnc1C(=O)NC1CCN(C(=O)OC(C)(C)C)CC1	-14	3%	15	23%	0%	8%	-0.4	-2%	-22%
5	O=C(Nc1ccc(N2CCOCC2)cc1)c1cc(F)c(F)cc1Cl	4	-1%	-9	2%	5%	0%	-0.5	3%	7%
6	COc1ccc(S(=O)(=O)Nc2ccc(S(=O)(=O)N3CCOCC3)cc2)cc1	-3	-2%	7	-41%	x	3%	0.9	-3%	0%
7	CCCOc1ccc(N2C(=O)CC(N3CCC(O)(c4cccc(C(F)(F)F)c4)CC3)C2=O)cc1 (centres undefined)	-2	-5%	8	5%	-4%	3%	-0.4	-5%	0%
8	CCOC(=O)CN1CC23C=CC(O2)C(C(=O)NCc2ccccc2OC)C3C1=O (centres undefined)	0	1%	-5	-10%	4%	18%	1.0	-5%	111%
9	CCN(CC)C(=O)CSc1ncccc1-c1nc2ccccc2[nH]1	-1	-12%	-17	-51%	-3%	19%	0.7	-7%	-28%
10	CCCCN(C(=O)CCC(=O)Nc1cc(C)on1)C(C(=O)NC(C)(C)CC)c1cccc(OC)c1OC (centres undefined)	0	2%	-3	8%	-14%	10%	-0.3	-3%	-5%
11	O=C(c1cccc(Cl)c1)N1CCC2CC1c1cc(N3CCOCC3)ccc12 (centres undefined)	-6	1%	x	-12%	4%	0%	x	-1%	7%
12	CCOc1ccccc1N1CCN(C(=O)c2c(-c3ccccc3Cl)noc2C)CC1	-8	0%	-17	13%	-13%	11%	3.4	-5%	-3%
13	CCN1CCN(Cc2ccc(NC(=O)c3ccc(C)c(NC(=O)C(=O)c4c[nH]c5ccccc45)c3)cc2C(F)(F)F)CC1	1&4&1	u	4&1	u	-9%&5%&-2%	20%&13%	0.3&-0.8	-13%&-10%&-12%	u
14	CCCCC(=O)Nc1cc2nn(-c3ccc(OC)cc3)nc2cc1C	-18	-1%	8	13%	-2%	-5%	0.8	2%	0%[57.4 µM]
15	COC(=O)c1c(NC(=O)c2cc3ccccc3c(=O)o2)sc2c1CCCC2	-2	-3%	x	-11%	-4%	1%	-0.4	-1%	-25%
16	CCCc1cnc(N2CCN(S(=O)(=O)c3cccs3)CC2)nc1	-6	2%	8	18%	13%	-13%	-3.2	-3%	0%
17	CCOC(=O)C1CCN(C(=O)COC(=O)c2nn(C)c(=O)c3ccccc23)CC1	0	1%	-10	-2%	1%	3%	-0.1	-1%	3%
18	Cc1cc(C(=O)OCC(=O)Nc2nnc(C(C)C)s2)c2ccccc2n1	-6	-8%	-2	5%	-9%	1%	-5.4	-2%	-8%
19	C[C@H](O)[C@@H]1CN2CCc3c([nH]c4ccccc34)[C@@H]2C[C@@H]1N(C)C(=O)Nc1cc(Cl)cc(Cl)c1	-18	u	x	x	u	x	x	-1%	43%
20	N#C/C(=C\c1cccc(F)c1)c1nc(-c2cc3c(ccc4ccccc43)oc2=O)cs1	-4	-3%	x	-28%	4%	-5%	1.6	-2%	-11%
21	Cc1noc(C)c1COc1cccc(C(=O)Oc2ccc3c(c2)OCO3)c1	0	-4%	-19	-1%	-4%	x	1.0	2%	-29%
22	CCOC(=O)C1(C)CCCN(C(=O)Cc2ccc3ccccc3c2)C1 (centres undefined)	4	-9%	x	x	x	x	x	-1%	3%
23	O=C(NCc1cccnc1)c1ccc2c(c1)OCO2	-2	0%	-12	-15%	-1%	-11%	0.4	-5%	u
24	COc1ccc(C(=O)Cc2ccc(OC)c(OC)c2)cc1	1	1%	2	8%	-1%	x	-1.7	5%	1%
25	COC(=O)[C@H]1C[C@H]1[C@@H](NC(=O)c1ccc[nH]1)c1ccccc1	-10	-1%&-3%	x	6%&1%	-2%	5%	x	-2%&-3%	-3%
26	O=C(Cn1ncc2c(=O)oc3ccccc3c21)NCc1cccnc1	-3	-1%	-12	3%	-3%	0%	-0.7	4%	-2%
27	O=C(O)c1ccc(COc2cccc(CO)c2)cc1	3	-3%	13	-8%	1%	x	-0.1	-1%	2%
28	COC(=O)c1cc(NC(=O)Cc2cccs2)cc(C(=O)OC)c1	-1	0%	x	-11%	2%	2%	x	-3%	0%
29	Cc1cc(NC(=O)CSc2nnc(-c3ccncc3)n2-c2ccccc2)no1	-5	0%	x	-39%[56.9 µM]	-11%	10%	x	-3%	-5%
30	Cc1ccc(NC2CCCN(C(=O)c3cc(C(C)C)[nH]n3)C2)cc1C (centres undefined)	10	2%	5	-30%	4%	-11%	-0.6	-4%	-24%

Overlap with the part before: 5 entries, then new ones.
no.	SMILES	LDHA inh	Vif-APOBEC3G blk	D2 antagonist	RGS4 inh	Vif-APOBEC3F blk	ERG Ets-DNA blk	D2 agonist	Glioma ERSR ind	12-LOX inh
26	O=C(Cn1ncc2c(=O)oc3ccccc3c21)NCc1cccnc1	-3	-1%	-12	3%	-3%	0%	-0.7	4%	-2%
27	O=C(O)c1ccc(COc2cccc(CO)c2)cc1	3	-3%	13	-8%	1%	x	-0.1	-1%	2%
28	COC(=O)c1cc(NC(=O)Cc2cccs2)cc(C(=O)OC)c1	-1	0%	x	-11%	2%	2%	x	-3%	0%
29	Cc1cc(NC(=O)CSc2nnc(-c3ccncc3)n2-c2ccccc2)no1	-5	0%	x	-39%[56.9 µM]	-11%	10%	x	-3%	-5%
30	Cc1ccc(NC2CCCN(C(=O)c3cc(C(C)C)[nH]n3)C2)cc1C (centres undefined)	10	2%	5	-30%	4%	-11%	-0.6	-4%	-24%
31	Cc1ccc(NS(=O)(=O)c2ccc(C(=O)N3CC(C)CC(C)C3)cc2)cc1 (centres undefined)	2	0%	4	-18%	3%	-3%	12	40µM*	-25%
32	N#Cc1c(/N=C/N2CCCC2)oc(-c2ccccc2)c1-c1ccccc1	-6	-5%	x	16%	x	7%	x	-4%	-1%
33	Cc1ccc(S(=O)(=O)NCc2ccc(C(=O)N3CCN(c4ccccc4)CC3)cc2)cc1	-7	0%	24	36%	1%	0%	-0.1	-2%	-13%
34	CC(C)(C)NC(=O)NC(=O)CSc1ncc(C(F)(F)F)cc1Cl	1	1%	-6	-43%	-5%	-7%	-0.9	-3%	9%
35	Cc1noc(C)c1S(=O)(=O)Nc1cccc(CO)c1	-3	-1%	-10	39%	-1%	-1%	0.3	1%	-2%
36	O=C(NCCc1ccncc1)Nc1ccc(Cl)c(Cl)c1	-6	-3%	4	-16%	-14%	5%	1.6	-3%	-9%
37	CCOC(=O)CC1=CSC2=NS(=O)(=O)CCN12	-3	0%	-3	-4%	-4%	15%	-0.1	0%	5%
38	CC1CCN(C(=O)CSc2nnc3c(n2)[nH]c2ccc(F)cc23)CC1	-5	-1%	19	-4%	-1%	-9%	-1.2	2%	-3%
39	O=S(=O)(c1cccc(S(=O)(=O)N2CCC(Cc3ccccc3)CC2)c1)N1CCOCC1	-4	6%	x	-26%[11.4 µM]	-4%	7%	x	-4%	0%
40	CCC(C(=O)NCc1cccnc1)n1nc(C)c2sc3ccccc3c2c1=O (centres undefined)	-3	4%	3	-16%[11.4 µM]	-2%	-4%	-0.5	-3%	15%
41	O=C(Nc1cccc(Cl)c1Cl)c1ccc2c(c1)N(Cc1cccc(Cl)c1)C(=O)c1ccccc1S2(=O)=O	2	-1%	x	4%	5%	-3%	x	-3%	-21%
42	Cc1ccc(S(=O)(=O)c2nnn3c2nc(N2CCN(c4ccccc4F)CC2)c2ccccc23)cc1C	-13	-1%	x	3%	-4%	1%	1.0	-4%	-6%
43	COc1ccc(NC(=O)C2CCCN(S(=O)(=O)c3ccc(-n4cnnn4)cc3)C2)cc1 (centres undefined)	-19	-4%	-15	6%	20%	-3%	3.0	5%	-5%
